IEC-6 tox: IEC-6 cytotoxicity, counter-screen for KLF5 inhibitors; AID 1825; luminescence viability; inhibition, % at 5 µM; actives 0.78% (n = 290,000); in the data active = inhibition above about 22%;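 note: 0% = plate median of test compound wells and 100% = cytotoxic reference compound wells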
HSF1 inhib: HSF1 inhibition; NIH3T3-HGL HSE-luciferase, MG132-induced, luminescence 8 h; stronger effect = lower value; activity change, negative = inhibition, % at 7.5 µM (by protocol); actives 0.77% (n = 300,000);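 active = more than half of replicate wells show activity change below -50%, luminescence cut by over half; inconclusive = some wells, but at most half, below -50%; inactive = no replicate well below -50%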;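 note: luciferase reports HSF-1 transcriptional activity via heat shock element; 0% = median of DMSO wells and -100% = zero luminescence signal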
AI-2 QS mod: Vibrio harveyi AI-2 quorum sensing modulation. Vibrio harveyi JMH597 AI-2 luminescence/OD600 ratio, 9 h; stronger effect = lower value; strain lacks LuxN and CqsS sensors; 0 = neutral-control median. activity change, % at 7.5 µM. actives 0.4% (n = 300,000). AID 2094; in the data active = activity change below about -75%, passing the limit was not always enough; inconclusive = no clear call, values can overlap the other calls;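 note: luminescence divided by OD600 gain over 9 h not by final OD600 alone; inactives centre near 13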
KLF5 inhibitor: suppresses KLF5 promoter-driven expression | AID 1700 | DLD-1 KLF5 promoter-luciferase reporter, luminescence | actives 0.23% (n = 290,000) | inhibition, % at 5 µM;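 active = inhibition above a per-plate limit of that plate's mean compound inhibition plus 3 SD, cut at about 60% in these data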;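 note: 0% = DMSO wells and 100% = LY294002 at 200 µM; higher means less KLF5 promoter-driven luciferase light; inactives centre near -14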
GSK3A inh: inhibitors of human GSK-3 alpha kinase; P49840; ADP-Glo luminescence, 60 min; inhibition, % at 10 µM; actives 0.1% (n = 320,000);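 in the data active = inhibition above about 50%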;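 note: GST-tagged GSK-3 alpha with peptide substrate and 25 µM ATP; 0% = DMSO neutral wells and 100% = GW8510 positive control wells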
Target sequence (P49840 whole entry, looked up): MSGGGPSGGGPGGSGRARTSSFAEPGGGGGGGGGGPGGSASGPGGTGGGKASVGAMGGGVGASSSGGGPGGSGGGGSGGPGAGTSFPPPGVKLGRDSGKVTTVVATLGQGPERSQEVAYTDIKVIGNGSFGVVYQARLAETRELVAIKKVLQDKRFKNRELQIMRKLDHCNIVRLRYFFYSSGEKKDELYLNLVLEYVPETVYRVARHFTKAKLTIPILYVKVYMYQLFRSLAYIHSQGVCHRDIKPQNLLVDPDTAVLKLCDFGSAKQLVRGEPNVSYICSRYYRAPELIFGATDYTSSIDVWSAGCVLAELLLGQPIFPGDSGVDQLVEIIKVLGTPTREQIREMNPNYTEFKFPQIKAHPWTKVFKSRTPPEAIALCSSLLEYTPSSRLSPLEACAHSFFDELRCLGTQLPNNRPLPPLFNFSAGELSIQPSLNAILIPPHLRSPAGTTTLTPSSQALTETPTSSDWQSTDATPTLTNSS
HSF-1 act: increases HSF-1 driven luciferase reporter signal. actives 1.7% (n = 300,000). NIH3T3-HGL HSF-1 luciferase reporter, MG132, 8 h; 100% = twice DMSO control signal. activation, % at 9 µM;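 active = mean replicate activation of at least 50% with a set share of replicates each reaching 50%; inconclusive = only one of those two conditions met; inactive = mean below 50% and too few replicates reaching it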;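 note: 0% = median of the neutral control wells and 100% = twice that signal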
aSyn 5UTR inh: 5' untranslated region of α-synuclein, MLPCN primary screen; alpha-synuclein 5'UTR reporter, inhibitor activity; inhibition, % (tested at 7.5 µM); actives 0.82% (n = 300,000); in the data active = inhibition above about 60%; inconclusive = no clear call, values can overlap the other calls;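 note: H4 neuroglioblastoma cells stably carrying SNCA 5'UTR luciferase fusion; 0% = DMSO wells and 100% = positive control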
GSK3beta inhib: blocks human GSK3beta kinase activity; activity score (negative = inhibition), % at 10 µM; AID 2097; actives 0.038% (n = 300,000); P49841; GST-GSK3beta kinase, ADP-Glo luminescence, 60 min; stronger effect = lower value;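 active = more than half of replicate wells score below -50%, meaning over 50% inhibition versus plate controls; inconclusive = some replicates but at most half score below -50%; inactive = no replicate scores below -50%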;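 note: 0% = median DMSO wells and -100% = median GW8510 positive control wells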
Target sequence (P49841 whole entry, looked up): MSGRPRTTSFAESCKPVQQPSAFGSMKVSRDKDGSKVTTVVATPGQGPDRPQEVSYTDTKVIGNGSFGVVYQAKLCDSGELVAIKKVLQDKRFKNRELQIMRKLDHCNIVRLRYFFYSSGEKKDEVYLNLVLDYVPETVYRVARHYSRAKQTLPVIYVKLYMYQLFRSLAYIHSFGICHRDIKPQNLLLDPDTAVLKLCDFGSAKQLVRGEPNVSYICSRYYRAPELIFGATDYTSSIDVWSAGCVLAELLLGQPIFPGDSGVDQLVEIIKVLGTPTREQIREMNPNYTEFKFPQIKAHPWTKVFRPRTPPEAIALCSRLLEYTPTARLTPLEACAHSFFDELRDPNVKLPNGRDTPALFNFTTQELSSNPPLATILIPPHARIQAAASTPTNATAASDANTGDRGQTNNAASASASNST
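Test system: GST-tagged human GSK3beta kinase, cell-free; evaluation: activity score scaled between in-plate DMSO and GW8510 controls; measured by: ADP-Glo luminescence; incubation: 60 min reaction, RT; benchmarks: DMSO and 20 µM GW8510; reagent: peptide substrate plus 25 µM ATP (final); medium: Tris/MgCl2 kinase buffer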
HSP90 inh: inhibitors of HSP90 luciferase refolding in rabbit reticulocyte lysate; actives 0.91% (n = 290,000); luciferase refolding luminescence, 3 h; inhibition, % at 5.6 µM; AID 1789;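 active = inhibition above the screen-wide mean plus 3 SD, computed separately per campaign, cut at about 16% in these data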;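 note: 0% = DMSO wells and 100% = 60 µM geldanamycin wells; inhibitors lower the luminescence because luciferase stays unfolded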
HIF act: HIF pathway transcriptional activation | U2OS HRE-luciferase reporter, luminescence; normalized: DMSO 0%, desferrioxamine 100% | activation, % at 7.5 µM (by protocol) | actives 0.32% (n = 300,000) | AID 1910;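 active = mean activation of at least 10% of the iron chelator positive control signal, with at least half of replicates also reaching 10%; inconclusive = mean and replicate majority disagree about reaching 10%; inactive = mean and most replicates under 10%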
* = called active by the depositor; ? = inconclusive; nt = no result given.

SMILES	IEC-6 tox	HSF1 inhib	AI-2 QS mod	KLF5 inhibitor	GSK3A inh	HSF-1 act	aSyn 5UTR inh	GSK3beta inhib	HSP90 inh	HIF act
Cc1ccc(Cc2nc3ccccc3[nH]2)cc1	-6	0	-22	9	-2	4	-5	1	-3	1.8
O=[N+]([O-])c1ccccc1OCC(O)CNC1CCCC1 (centres undefined)	-3	nt	4	-22	0	nt	-5	-2	-2	nt
CSc1nnc(NC(=O)c2nc(S(=O)(=O)Cc3ccccc3)ncc2Cl)s1	34*	-27	8	20	nt	-28	-35	-1	5	-2.2
COC(=O)c1ccncc1C(=O)Nc1ccc(F)cc1	-4	-6	23	-29	-4	1	-21	1	0	-0.3
O=C(c1sc(N2CCOCC2)nc1-c1ccccc1)N1CCCCC1	8	2	27	-7	-1	-6	24	3	4	-0.3
O=C(O)c1ccc(NC(=O)c2cn(-c3ccccc3)nc2-c2ccc(F)cc2)cc1	-1	-2	0	-70	-4	6	-39	-3	-3	0.7
CNCCCNC(=O)c1ccc(/C=N/O)nc1	0	-2	26	-30	2	7	11	3	0	-0.7
Cc1cc(/C=C(\C#N)C(=O)Nc2ccccc2)c(C)n1-c1ccc2c(c1)OCO2	7	14	1	-26	-1	35	-58	5	1	1.7
O=C(/C=N/O)NCC1CCNCC1	0	-3	7	-15	0	-10	-20	-1	-1	-0.4
CCCNC(=O)NC1CCCCCCC1	0	-3	9	15	-1	18	15	0	2	-0.3
O=C(O)c1c2c(nc3ccc(S(=O)(=O)N4CCC(C(=O)NC5CCCC5)CC4)cc13)CCCCC2	4	10	11	1	-2	36	11	3	-5	-0.2
CCOC(=O)N1CCC(NC(=O)c2csc3c2CCCC3)CC1	-1	-5	13	-15	-2	-4	13	0	-1	0.2
C/C(=N\NC(=O)Cn1nc(C)c([N+](=O)[O-])c1C)c1ccc(Cl)s1	0	5	4	-3	-2	25	13	0	0	-0.4
Cc1cccc(OCCSc2ncnc3nc[nH]c23)c1	1	1	9	-8	19	19	-14	0	4	1.1
O=C(CSc1nccc(=O)[nH]1)N1CCN(c2ccccc2)CC1	-4	-6	16	0	6	0	5	1	0	0.0
Cn1c(=O)[nH]c(=O)c2c1nc(Sc1nc3ccccc3s1)n2Cc1ccccc1	4	21	-1	-5	3	40	15	-3	-4	0.5
CCCN1CCN(CCCNC(=O)c2ccc3nc(N4CCC(C)CC4)sc3c2)CC1	2	?	13	-51	-1	-53	-169	-2	1	2.5
Brc1cccc(CN2CCN(c3ncccn3)CC2)c1	3	2	28	-29	0	30	-12	6	-1	-0.6
O=S(=O)(c1ccc(Oc2ccc3oc4ccccc4c3c2)nc1)N1CCCC1	2	-3	23	-17	1	-2	5	2	1	-1.2
CCCc1cc(=O)oc2cc(OC(C)C(=O)NCCCn3ccnc3)ccc12 (centres undefined)	-6	-2	11	-7	-3	-11	12	0	-3	1.2
Nc1cc(N)nc(SCCOc2ccccc2F)n1	6	43	8	-46	2	66*	-81	1	4	1.2
S=C(NCC1CCCO1)NC1CCCCC1 (centres undefined)	-4	-1	8	-5	2	3	13	-2	-1	-2.6
CCN1CCN(C(=O)c2cc(COc3c(C)cccc3C)on2)CC1	1	6	-5	-7	-3	16	-5	0	-9	0.0
Cc1c(-c2ccc(F)cc2)[n+](=O)c2c(n1[O-])CCCCC2	3	0	22	19	2	20	15	-1	-1	0.0
CCCOc1ccc(OCCSc2nnc(N)s2)cc1	5	59	26	-107	2	125*	-89	-2	4	1.6
CCC(C)NC(=O)Nc1ccc(Br)cc1Cl (centres undefined)	0	9	29	-45	-1	18	-16	1	0	0.2
COc1ccc(C(=O)N(C)CC(O)c2ccccc2)cc1OC1CCN(C(C)=O)CC1 (centres undefined)	-2	19	21	-17	-2	?	5	-2	10	2.9
O=C(CCN1C(=O)C2C3C=CC(C4CC34)C2C1=O)Oc1cccc2cccnc12 (centres undefined)	-8	nt	25	-17	-7	nt	26	0	-2	0.1
CC(C)c1ccccc1NC(=O)C1C2C=CC(C2)C1C(=O)O (centres undefined)	0	1	3	-21	-2	0	-10	0	0	-13
CCc1ccc(CN(C)Cc2nc(COc3ccccc3)no2)nc1	4	2	38	-25	-1	9	-9	-1	5	-0.1
Cc1ccccc1-c1nc(CS(=O)(=O)CC(=O)Nc2cc(F)ccc2F)c(C)o1	-1	-6	18	-9	-1	-25	2	1	-3	0.0
CC1C/C(=N\NC(=S)NCc2ccccc2)CC(C)(C)C1 (centres undefined)	-3	-5	5	-1	-1	-10	-21	2	5	-0.5
Cc1cc(C)c(NC(=O)COC(=O)c2ccc([N+](=O)[O-])s2)c(C)c1	8	-4	11	6	-1	6	18	2	3	-0.3
C=CCSc1nnc(-c2cccnc2)o1	8	0	24	-28	-2	-7	-37	-1	-1	0.6
CC1Cc2ccccc2N1C(=O)COC(=O)C1(c2ccccc2F)CCCC1 (centres undefined)	4	-3	20	13	0	1	31	0	4	0.1
C/C(N)=C(/C#N)C(=O)CN1C(=O)NC(Cc2c[nH]c3ccccc23)C1=O (centres undefined)	1	4	6	-14	2	7	8	0	-3	0.2
COc1ccc(NC(=O)C(c2ccc(C)cc2)N(C)C(=O)c2cnccn2)cc1 (centres undefined)	-4	nt	nt	-10	1	nt	nt	nt	-2	nt
Cc1ccnn1CCC(=O)N1CCCC(Nc2ccc(F)c(F)c2)C1 (centres undefined)	4	0	-2	-32	5	5	9	0	2	0.0
COC(=O)c1cc(C(=O)OC)n(Cc2ccc(F)cc2)n1	-1	8	9	11	2	7	13	2	4	-0.5
O=C(/C=N/O)NCCN1CCCCC1	2	-7	22	-6	-2	5	4	1	5	nt
CCCN1Cc2cccc(C(=O)NCc3ccccc3OC)c2C1=O	-4	4	15	-32	3	0	-3	0	-4	-0.3
Cc1cccc(NC(=O)CSCc2cc(=O)n3nc(C4CC4)sc3n2)c1	-8	1	33	-37	0	29	-51	1	-2	2.1
Cc1ccc(-n2ncc(C(=O)O)c2C2CCN(C(=O)OC(C)(C)C)CC2)cc1	2	-2	30	3	0	-4	-2	0	0	-2.1
CCOC(=O)N1CCC(n2c(SCC(=O)Nc3ccccc3OC)nc3ccccc3c2=O)CC1	0	-6	-9	-23	-2	-5	34	2	-1	-1.5
Cc1ccc(O)c(NC(=S)NC(=O)Cc2ccc(Cl)cc2)c1	0	7	-12	-13	0	21	-32	2	-2	0.4
Cc1cc(=O)oc2cc(OCC(=O)NCCc3nc4ccccc4[nH]3)ccc12	-1	4	7	-36	-1	-1	10	6	7	-0.5
CCCC(C)NC(=O)CSc1nnc2ccccn12 (centres undefined)	2	-9	13	-50	-1	-11	-4	2	-2	-0.5
Cc1ccc(C(=O)NNC(=O)Cc2ccccc2)cc1	-4	7	19	-77	-5	10	-31	-6	1	0.1
COc1ccc(C(=O)NNC(=O)CSc2nc3c([nH]2)c(=O)n(C)c(=O)n3C)cc1	1	-4	9	9	-3	-7	7	-1	0	-0.1
OCC1(Cc2ccc(F)cc2F)CCCN(Cc2ccc(Cl)cc2)C1 (centres undefined)	0	3	1	-18	-3	1	14	1	-2	0.1
Cc1cc(N/N=C/c2cccc(F)c2)nc(NCc2ccccc2)n1	6	5	21	-17	-1	13	-20	2	-4	0.4
O=C(N/N=C\c1cccc(F)c1)c1ccc(-c2ccccc2)cc1	-6	nt	-4	-65	nt	nt	nt	-7	-5	nt
CCCN1CCC(N2CCCC(C(=O)O)C2)CC1 (centres undefined)	8	0	6	-43	1	3	-15	5	6	-0.1
COc1ccc(C(CCNCc2ccc(OC)c(OC)c2)c2ccc(F)cc2)cc1 (centres undefined)	-2	-3	19	-2	2	-23	-8	0	0	-0.6
COc1ccc(CNc2ncnc3cc(OC)c(OC)cc23)cc1	5	2	20	4	-6	-3	-6	3	-2	0.0
CCOc1cc(C(N)=O)cc(Br)c1OCc1ccccc1	-4	-1	7	9	-1	-13	14	-1	1	-1.0
COc1ccc(CCNC(=O)c2nnn(-c3cc(C)cc(C)c3)c2N)cc1OC	-2	-4	5	5	-1	18	28	-1	0	1.5
O=c1c2c(nc3c(-c4cccc5ccccc45)c[nH]n13)CCC2	-3	-1	26	-17	-5	-16	-17	4	2	-1.3
O=C(CCS(=O)(=O)Cc1ccccc1)N1CCN(Cc2ccccc2)CC1	1	nt	11	-14	-1	nt	17	-2	-1	0.0
CCc1ccccc1NC(=O)CSc1nnc(CCNC(=O)OC(C)(C)C)o1	2	0	11	-3	-4	-1	-2	7	-2	0.1
Next entries follow.
SMILES	IEC-6 tox	HSF1 inhib	AI-2 QS mod	KLF5 inhibitor	GSK3A inh	HSF-1 act	aSyn 5UTR inh	GSK3beta inhib	HSP90 inh	HIF act
CCOC(=O)C1(CCOc2ccccc2)CCN(Cc2ccc(OC)c(COC)c2)CC1	3	-13	5	-25	-2	-17	-19	-1	-3	-12
O=C(CCNC(=O)C1CCN(S(=O)(=O)c2ccc(F)cc2)CC1)NCc1ccc(Cl)cc1	0	5	15	-14	0	2	11	1	-7	-0.1
Cc1ccc(CNC(=O)c2nnc(CS(=O)(=O)c3ccccc3)o2)cc1	-4	2	15	-24	-1	-8	5	1	-4	-0.2
COc1cc(OC)c(C(=O)Nc2cccc3ccccc23)cc1OC	9	5	19	-59	1	21	-21	-3	-3	-22
Cn1cc(/C=C(\NC(=O)c2ccccc2Cl)C(=O)N2CCOCC2)c2ccccc21	4	15	10	-7	-2	16	15	1	-6	0.1
O=C(Nc1nnc(-c2ccc(Br)cc2)o1)c1cccc(N2C(=O)CCC2=O)c1	nt	-3	19	nt	3	12	-22	-2	nt	-28
COc1ccccc1NC(=O)c1cc2ccccc2o1	10	19	-4	-18	-1	47	-92	0	-7	2.0
N#Cc1ccc(S(=O)(=O)N2CCc3[nH]c4ccc(F)cc4c3C2)cc1	3	-3	17	-14	-2	13	14	2	-1	-0.3
O=C(O)c1nn(Cc2nc3ccccc3o2)c(=O)c2ccccc12	-7	3	17	3	1	8	5	-2	-2	0.4
CCC(C(=O)OCC(=O)Nc1ccc(OC)cc1OC)c1ccccc1 (centres undefined)	2	3	11	-27	0	15	7	3	4	0.2
COc1cccc2[nH]c3c(N4CCc5ccccc5C4)ncnc3c12	3	43	27	-5	-1	60*	-39	-4	-4	2.9

Among those listed so far, these contain a tert-butyl group.
SMILES	IEC-6 tox	HSF1 inhib	AI-2 QS mod	KLF5 inhibitor	GSK3A inh	HSF-1 act	aSyn 5UTR inh	GSK3beta inhib	HSP90 inh	HIF act
Cc1ccc(-n2ncc(C(=O)O)c2C2CCN(C(=O)OC(C)(C)C)CC2)cc1	2	-2	30	3	0	-4	-2	0	0	-2.1
CCc1ccccc1NC(=O)CSc1nnc(CCNC(=O)OC(C)(C)C)o1	2	0	11	-3	-4	-1	-2	7	-2	0.1

High-throughput results deposited in PubChem BioAssay by several laboratories.
